Compound activity (PubChem BioAssay)
M4 ag: CHRM4 agonism in calcium assay; CHO-K1 hM4/Gqi5, Fluo-8 calcium fluorescence; vehicle 0%, full acetylcholine response 100%; P08173; activation, % at 3 µM; AID 624127; 360,000 compounds, 0.14% hits;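 active = activation above the run mean over all test wells plus 3 SD, cut at about 32% in these data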;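 note: peak over basal fluorescence ratio per well then scaled between controls; 0% = DMSO wells and 100% = acetylcholine at EC100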
CRFBP-R2 block: blocks CRF-induced signaling of the CRF-BP/CRF-R2 complex; HEK293 CRF-R2/CRF-BP, CRF-induced calcium fluorescence; inhibition, % at 11.8 µM; 350,000 compounds, 0.59% hits;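 active = inhibition of the ligand-induced calcium signal above about 50% at the single tested concentration, limit read from the data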
CHRM4 antagonist: antagonists of human muscarinic M4 receptor (CHRM4); P08173; CHO-hM4 cells, ACh EC80, Fluo-8 calcium fluorescence; inhibition, % at 3 µM; 360,000 compounds, 0.73% hits; AID 624125;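 active = inhibition above its plate's cutoff, the mean inhibition of sample wells plus 3 SD, cut at about 27% in these data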;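 note: 0% = acetylcholine EC80 with DMSO and 100% = DMSO without agonist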
CHRM5 PAM: positive allosteric modulators of human muscarinic M5 receptor. P08912. CHO-K1 hM5, Fluo-8 calcium, ACh EC20 PAM; 0% = ACh EC20, 100% = ACh EC100. activation, % at 3 µM. 360,000 compounds, 0.3% hits. AID 624038;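 active = activation above the run cutoff, the mean activation of all test compounds plus 3 SD, cut at about 18% in these data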
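System: CHO-K1 cell line with stable human muscarinic M5 receptor expression | Also added: EC20 acetylcholine as agonist stimulus | Compound: One concentration, 3 µM final (nominal) | Timing: Fluo-8 loading 80 min at 37 °C plus 30 min room temperature | Measured by: Fluo-8 calcium dye fluorescence, kinetic read | Read-out basis: % activation, ACh-normalized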
CRFBP-R2 agonist: CRF-BP/CRF-R2 complex agonism; HEK293 CRF-R2/CRF-BP, calcium dye fluorescence (FLIPR); percent of saturating CRF peptide response; activation, % at 13.2 µM; 350,000 compounds, 0.46% hits; AID 588473;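 active = activation of at least 50%, plus an integration ratio under a set limit after plate pattern correction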;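 note: plate controls were neutral control wells without compound for no effect and CRF at EC100 for full effect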
CHRM4 PAM: potentiates acetylcholine response at human M4 receptor; CHO-K1 hM4/Gqi5, Fluo-8 calcium fluorescence, ACh EC20; 0% = ACh EC20, 100% = maximal ACh; activation, % at 3 µM; 360,000 compounds, 0.4% hits;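 active = activation above its plate's cutoff, the mean activation of sample wells plus 3 SD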; note: some results filed as inactive read as strong as hits
CHRM5 agonist: CHRM5 agonism in calcium assay; P08912; CHO-K1 hM5 cells, Fluo-8 calcium fluorescence; 0% DMSO wells, 100% maximal acetylcholine response; activation, % at 3 µM; 360,000 compounds, 0.19% hits;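 active = activation above the run's mean over test compounds plus 3 SD, cut at about 23% in these data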;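 note: signal is peak over basal fluorescence ratio across the kinetic read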
IDE cell inh: inhibitors of human insulin-degrading enzyme in cells | AID 434962 | inhibition, % at 5.59 µM | HEK cells, FAbetaB cleavage, fluorescence polarization | 320,000 compounds, 0.41% hits;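 active = percent inhibition above the average of all tested compounds plus 3 SD, set per screening campaign, cut at about 16% in these data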;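 note: IDE supplied by intact live HEK cells; FP after avidin binding of uncleaved biotin substrate so inhibition keeps polarization high; 0% = DMSO wells and 100% = 60 µM reference IDE inhibitor Ii1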
Target sequence (P14735 whole entry, looked up): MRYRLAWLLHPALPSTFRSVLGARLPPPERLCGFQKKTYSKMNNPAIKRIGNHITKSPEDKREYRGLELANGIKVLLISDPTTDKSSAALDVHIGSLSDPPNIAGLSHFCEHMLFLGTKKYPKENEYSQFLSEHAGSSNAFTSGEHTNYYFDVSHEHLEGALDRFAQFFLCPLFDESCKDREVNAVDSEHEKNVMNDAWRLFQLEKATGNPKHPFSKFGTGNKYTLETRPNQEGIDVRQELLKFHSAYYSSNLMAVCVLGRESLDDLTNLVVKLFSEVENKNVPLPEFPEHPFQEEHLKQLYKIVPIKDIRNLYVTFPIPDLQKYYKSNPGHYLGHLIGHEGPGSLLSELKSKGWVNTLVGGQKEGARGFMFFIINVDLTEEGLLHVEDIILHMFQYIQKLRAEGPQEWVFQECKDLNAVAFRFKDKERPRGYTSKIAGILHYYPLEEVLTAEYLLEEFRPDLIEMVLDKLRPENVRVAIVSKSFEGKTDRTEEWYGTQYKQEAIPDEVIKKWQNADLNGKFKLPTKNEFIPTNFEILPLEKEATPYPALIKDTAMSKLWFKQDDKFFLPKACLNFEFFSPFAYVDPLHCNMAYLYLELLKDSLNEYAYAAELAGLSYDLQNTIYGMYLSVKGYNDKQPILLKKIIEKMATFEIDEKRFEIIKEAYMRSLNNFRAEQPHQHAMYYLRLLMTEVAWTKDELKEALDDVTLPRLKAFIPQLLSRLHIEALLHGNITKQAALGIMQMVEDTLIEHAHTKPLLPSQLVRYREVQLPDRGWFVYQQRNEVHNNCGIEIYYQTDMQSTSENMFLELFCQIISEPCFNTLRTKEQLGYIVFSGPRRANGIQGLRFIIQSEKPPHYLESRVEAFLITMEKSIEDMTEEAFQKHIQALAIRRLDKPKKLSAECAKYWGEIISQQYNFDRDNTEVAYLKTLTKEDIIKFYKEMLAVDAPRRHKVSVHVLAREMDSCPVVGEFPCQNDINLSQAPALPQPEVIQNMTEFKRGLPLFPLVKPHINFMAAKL
CHRM5 antagonist: antagonists of human muscarinic M5 receptor (CHRM5). P08912. CHO-hM5 cells, Fluo-8 calcium fluorescence, ACh EC80. inhibition, % at 3 µM. 360,000 compounds, 0.59% hits. AID 624040;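 active = inhibition above a per-plate cutoff, the mean of that plate's test compounds plus 3 SD, cut at about 27% in these data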;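 note: 0% = acetylcholine EC80 with DMSO and 100% = DMSO without agonist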
The depositor's hits bear a star; nt = not tested or not shown.

Sample of the layout (15 entries):
SMILES	M4 ag	CRFBP-R2 block	CHRM4 antagonist	CHRM5 PAM	CRFBP-R2 agonist	CHRM4 PAM	CHRM5 agonist	IDE cell inh	CHRM5 antagonist
O=C(Nc1nnc(/N=C/c2ccco2)s1)c1ccc(F)cc1	1	-16	-13	1	-0.8	12	-2	-1	-7
Cc1ccc(Cl)cc1N1CCN(C(=O)c2cccc3c(=O)c(C)c(-c4ccccc4)oc23)CC1	2	-119	-7	0	64*	7	-2	nt	5
COc1cc2c(cc1OC)C(=Cc1ccc(N(C)C)cc1)C=C2	-1	-5	-8	6	-3.9	0	0	nt	7
O=C(NCCc1nc2ccccc2[nH]1)/C(=C/c1ccco1)NC(=O)c1ccc(Br)cc1	3	-5	-7	1	-1.8	-5	-3	-5	-1
CCNC(=O)C1CCCN1S(=O)(=O)c1ccc(C)cc1 (configuration not stated)	1	-2	-8	3	-0.1	5	1	4	-5
Cc1ccccc1NC1=C(Cl)C(=O)OC1OC(C)C (configuration not stated)	0	-14	6	3	-2.8	0	-3	-8	1
COC(=O)[C@H](CCSC)NC(=O)NCc1cccs1	0	0	-5	2	-2.4	5	0	0	1
O=C(/C=C/c1cccs1)NC1CC1	0	16	-1	4	-1.3	-1	-2	5	4
O=c1[nH]c2ccccc2n1C1CCCCC1	-1	1	7	-6	-0.8	-7	0	0	10
COc1ccccc1C(=O)C1CCCN(C(=O)CCn2cnnn2)C1 (configuration not stated)	0	-7	5	5	-0.6	-3	3	-1	-2
Cn1c(=O)[nH]c(NCCc2ccc(O)cc2)c([N+](=O)[O-])c1=O	-1	2	3	4	1.8	3	1	4	5
CC(C)C(=O)Nc1ccc(C(=O)Nc2ccc(S(=O)(=O)N3CCOCC3)cc2)cc1	1	-14	-1	6	11	-3	-2	4	4
COc1ccccc1N1Cc2ccccc2C1	0	10	1	1	-3.8	-1	0	5	0
Cc1ccc(NC(=O)CN(C)C(=O)COc2c(Cl)cc(Cl)c3ccc(C)nc23)cc1	0	4	3	2	1.4	-2	-6	-5	-10
COC(=O)c1cc2ccsc2n1CC(=O)NCC1CCCO1 (configuration not stated)	0	-3	7	-2	0.5	3	0	-7	-1

This part in full, previewed entries included:
SMILES	M4 ag	CRFBP-R2 block	CHRM4 antagonist	CHRM5 PAM	CRFBP-R2 agonist	CHRM4 PAM	CHRM5 agonist	IDE cell inh	CHRM5 antagonist
O=C(Nc1nnc(/N=C/c2ccco2)s1)c1ccc(F)cc1	1	-16	-13	1	-0.8	12	-2	-1	-7
Cc1ccc(Cl)cc1N1CCN(C(=O)c2cccc3c(=O)c(C)c(-c4ccccc4)oc23)CC1	2	-119	-7	0	64*	7	-2	nt	5
COc1cc2c(cc1OC)C(=Cc1ccc(N(C)C)cc1)C=C2	-1	-5	-8	6	-3.9	0	0	nt	7
O=C(NCCc1nc2ccccc2[nH]1)/C(=C/c1ccco1)NC(=O)c1ccc(Br)cc1	3	-5	-7	1	-1.8	-5	-3	-5	-1
CCNC(=O)C1CCCN1S(=O)(=O)c1ccc(C)cc1 (configuration not stated)	1	-2	-8	3	-0.1	5	1	4	-5
Cc1ccccc1NC1=C(Cl)C(=O)OC1OC(C)C (configuration not stated)	0	-14	6	3	-2.8	0	-3	-8	1
COC(=O)[C@H](CCSC)NC(=O)NCc1cccs1	0	0	-5	2	-2.4	5	0	0	1
O=C(/C=C/c1cccs1)NC1CC1	0	16	-1	4	-1.3	-1	-2	5	4
O=c1[nH]c2ccccc2n1C1CCCCC1	-1	1	7	-6	-0.8	-7	0	0	10
COc1ccccc1C(=O)C1CCCN(C(=O)CCn2cnnn2)C1 (configuration not stated)	0	-7	5	5	-0.6	-3	3	-1	-2
Cn1c(=O)[nH]c(NCCc2ccc(O)cc2)c([N+](=O)[O-])c1=O	-1	2	3	4	1.8	3	1	4	5
CC(C)C(=O)Nc1ccc(C(=O)Nc2ccc(S(=O)(=O)N3CCOCC3)cc2)cc1	1	-14	-1	6	11	-3	-2	4	4
COc1ccccc1N1Cc2ccccc2C1	0	10	1	1	-3.8	-1	0	5	0
Cc1ccc(NC(=O)CN(C)C(=O)COc2c(Cl)cc(Cl)c3ccc(C)nc23)cc1	0	4	3	2	1.4	-2	-6	-5	-10
COC(=O)c1cc2ccsc2n1CC(=O)NCC1CCCO1 (configuration not stated)	0	-3	7	-2	0.5	3	0	-7	-1
O=C(NC(=S)NCCN1CCOCC1)c1ccccc1Br	0	25	5	0	-1.2	4	-2	1	1
Fc1cccc(Cc2c(-c3ccco3)nc3ccc(Br)cn23)c1	1	nt	1	8	nt	-1	1	nt	3
c1ccc(CCN=C2CCCc3c2[nH]c2ccccc32)cc1	1	-2	-2	3	-1.1	-1	-3	-6	-2
N#CC1=C(N)N2C(=C(C#N)C13CCCC3)Nc1ccccc12	4	-5	-3	-5	0.6	-6	1	0	4
CC(=O)Nc1cc(-c2ccoc2)cn2c(-c3ccccc3)cnc12	3	nt	-7	-4	nt	2	0	nt	2
CC(=O)NCCc1ccc(C(=O)COC(=O)c2cccn2C)cc1	1	7	-6	-7	0.1	-4	0	2	8
CNc1cncc(-c2c(OC)cccc2OC)n1	0	nt	-6	2	nt	-1	2	nt	-5
Cc1cccc(NC(=O)C2CCN(S(C)(=O)=O)CC2)c1C	1	-4	-6	-6	-0.5	5	-4	0	12
Oc1ccccc1C=NC(c1ccccc1)C(O)c1ccccc1 (configuration not stated)	0	-3	9	-2	-2.2	3	0	1	0
O=C(N/N=C/c1ccc(OCc2ccccc2)cc1)c1ccc(O)cc1	5	-13	7	-6	1.1	-2	6	0	-1
CSc1nc(Cl)c(C#N)c(-c2ccc(C)cc2)n1	0	1	3	6	-0.3	4	1	0	-4
O=C(O)/C=C/c1ccc(OCCCF)cc1	2	3	-7	0	0.5	10	-2	0	0
C=CCn1c(SCC(=O)NC2CCCCC2)nnc1-c1cccnc1	1	8	-6	-4	-1.8	1	-10	-2	15
O=C(N1CCOCC1)C1(c2ccc(Cl)cc2)CCCC1	-1	-6	9	5	2.2	7	-3	-1	-5
CC(C)c1ccccc1OS(N)(=O)=O	2	0	-20	7	-1.4	5	1	2	-6
Cc1ccccc1C(=O)NCCNC(=O)c1ccccn1	0	-4	10	-4	-1.2	-10	-3	-2	11
c1ccc(Cn2nnnc2-c2ccco2)cc1	1	-11	4	14	-0.7	37*	0	-4	-20
O=C(c1ccccn1)N(Cc1ccco1)C1(C(=O)NC2CCCC2)CCCCC1	0	9	-2	-3	-0.2	2	-2	3	-1
CCN(C(=O)COc1cc(=O)n(CC)c2ccccc12)c1cccc(Cl)c1	5	-1	15	-13	0.7	-17	1	9	9
C=CCNc1oc(-c2ccc(-c3ccccc3)cc2)nc1C#N	1	4	-4	-3	1.4	0	1	-4	-12
Cc1ccc(O)c(C(=O)/C=C/c2ccc3c(c2)OCCCO3)c1	-1	6	4	-6	-3.4	-4	-4	1	9
CC1CN(C(=O)Nc2cccc(Cl)c2)C2(CCCCCC2)O1 (configuration not stated)	1	-6	-2	1	2.4	2	-6	-2	-7
COc1cccc(C(=O)Nc2ccc(NC(=O)C3CCCCC3)nc2)c1	9	-5	2	-6	2.7	-5	0	nt	1
Cc1nn(C)c(C)c1CN(C)C(=O)C1CCC(=O)N(C2CCCCCC2)C1 (configuration not stated)	1	15	-3	-5	1.4	11	-4	3	13
COc1ccc(CCN(Cc2ccccn2)C(=S)Nc2cccc(C)c2)cc1OC	1	-3	-6	-3	1.0	4	4	2	21
CCOc1ccccc1/C=N/Nc1nc2ccccc2o1	2	5	-1	-3	-1.2	-5	-3	-1	4
CC(C)(O)/C=C1/Oc2ccccc2C1N1CCCCC1 (configuration not stated)	0	-36	3	-1	1.0	-2	-9	-1	-1
CC1(C)C2CCC(C2)C1(C)NC(=O)CN1CCOCC1 (configuration not stated)	0	0	-1	-2	-0.1	1	-3	3	5
CC(C)(C)n1nc2c(c1NC(=O)c1ccc(Cl)c([N+](=O)[O-])c1)CS(=O)(=O)C2	3	13	-1	4	-1.6	1	0	-2	9
CC(NC(=O)/C=C/c1ccc(Br)cc1)c1ccccc1 (configuration not stated)	3	-9	3	6	1.4	8	-5	2	1
Cc1nn(-c2ccccc2)c2nc(=O)n(-c3ccccc3)cc12	0	15	2	6	0.3	12	0	6	3
COc1ccc(NC(=O)COC(=O)CN2C(=O)C3CC=CCC3C2=O)c([N+](=O)[O-])c1 (configuration not stated)	6	-2	-9	-25	0.5	-2	1	1	8
CC(C)C[C@H](NC(=O)OC(C)(C)C)C(=O)N/N=C/C1=Cc2ccccc2OC1C (some centres not stated)	1	-42	-5	-6	0.2	4	1	5	2
COc1ccc(C)cc1N(CC(=O)N1CCCC1)S(C)(=O)=O	0	15	2	2	4.5	1	2	0	-3
COc1ccc(C(=O)N2CCc3ccccc32)cc1	-1	21	5	0	-0.6	2	-4	2	-3
(list continues)
SMILES	M4 ag	CRFBP-R2 block	CHRM4 antagonist	CHRM5 PAM	CRFBP-R2 agonist	CHRM4 PAM	CHRM5 agonist	IDE cell inh	CHRM5 antagonist
CCS(=O)(=O)c1ncc(Cl)c(C(=O)Nc2ccc(S(=O)(=O)N(C)c3ccccc3)cc2)n1	14	27	59*	-11	-0.7	-14	-8	7	18
S=c1[nH]nc(-c2ccccc2)n1C1C=CCCC1 (configuration not stated)	0	7	7	3	-0.3	3	-4	2	12
COc1ccc(C)cc1NC(=O)CSc1nnc(CC(=O)Nc2ccccc2F)n1C	1	-6	3	2	3.3	0	-2	-3	4
CC(=O)Nc1ccc(C(=O)COC(=O)c2cc(C)oc2C)c(F)c1	6	0	-8	3	0.9	9	11	5	2
N#Cc1nc(COc2ccccc2Cl)oc1N1CCCC1	1	6	-1	5	-5.2	-5	-12	6	3
Cc1ccc(-c2nc(N)n(C(=O)c3cccnc3)n2)cc1	1	1	-5	-4	-0.9	0	-4	-1	1
Cc1cc(C(F)(F)F)n2nc(-c3sccc3-n3cccc3)cc2n1	-1	8	3	4	-0.7	0	2	-1	-4
CC(C)(C)NC(=O)CN(CCN1CCOCC1)C(=O)CNS(=O)(=O)c1ccccc1	2	0	-8	-1	-0.5	3	-1	2	14
CCCCCCn1c(CN2CCN(C(=O)c3ccco3)CC2)nc2c1c(=O)n(C)c(=O)n2C	4	3	-16	-3	-6.0	7	-3	-1	1
COc1cccc(CNC(=O)Cn2c(=O)n(CCC(=O)N3CCCCC3)c(=O)c3sccc32)c1	2	-7	-12	5	1.4	13	-1	4	-16
CC(C)NC(=O)CC1C(=O)NCCN1CC(c1ccccc1)c1ccccc1 (configuration not stated)	1	-12	-5	7	0.2	10	-4	4	-8
CCCCNS(=O)(=O)CCNCc1ccccc1OC	0	-1	-13	1	-0.1	7	-1	nt	1
CCN1c2ccccc2-c2nc3ccccc3n2C1c1ccco1 (configuration not stated)	-3	4	-5	-6	-4.5	3	-7	2	4

Rows are unselected (roughly 2.9% active in at least one column).
